# Compound activity deposited in PubChem BioAssay by several laboratories.
# LANA DNA inh: inhibitors of KSHV C-LANA binding to DNA, primary screen, biochemical, fluorescence polarization, FAM-LBS DNA, MBP-C-LANA, single point | Kaposi's sarcoma herpesvirus LANA C-terminal domain (residues 932-1162) DNA binding | inhibition, % at 9 µM | actives 0.078% (n = 340,000) | AID 504423, 2011;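 active means highest replicate inhibition at or above 60% at 9 µM, even if other replicates fall short; inactive means all replicates below 60% inhibition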;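 further: 0% = neutral control wells and 100% = 4 µM acridine orange control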
# Cardiac RTF inh: cardiac RTF calcium sensitivity inhibitors, primary screen, biochemical, IANBD-TnC fluorescence, EC70 calcium. Troponin I, cardiac muscle (Homo sapiens) + Troponin T, cardiac muscle (Homo sapiens) + …. IANBD-labeled cardiac RTF, Ca2+ fluorescence. inhibition, % at 7.15 µM. actives 0.12% (n = 340,000). AID 493244, 2011;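 active means inhibition above the mean inhibition of all tested compounds plus 3 SD, cut at about 17% in these data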;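 further: assay run at fixed EC70 calcium of 1.6 mM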
# Rtt109 Vps75: inhibitors of C. albicans Rtt109/Vps75 HAT, primary screen, biochemical, ThioGlo CoA-SH fluorescence, plate reader; Histone acetyltransferase RTT109 (Candida albicans (strain SC5314 / ATCC MYA-2876)), …; purified Rtt109/Vps75, 4 h; inhibition, % at 34.9 µM; actives 0.16% (n = 330,000);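 active means inhibition of at least 50% in every replicate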
# Target sequence (Q5AAJ8 whole entry, looked up): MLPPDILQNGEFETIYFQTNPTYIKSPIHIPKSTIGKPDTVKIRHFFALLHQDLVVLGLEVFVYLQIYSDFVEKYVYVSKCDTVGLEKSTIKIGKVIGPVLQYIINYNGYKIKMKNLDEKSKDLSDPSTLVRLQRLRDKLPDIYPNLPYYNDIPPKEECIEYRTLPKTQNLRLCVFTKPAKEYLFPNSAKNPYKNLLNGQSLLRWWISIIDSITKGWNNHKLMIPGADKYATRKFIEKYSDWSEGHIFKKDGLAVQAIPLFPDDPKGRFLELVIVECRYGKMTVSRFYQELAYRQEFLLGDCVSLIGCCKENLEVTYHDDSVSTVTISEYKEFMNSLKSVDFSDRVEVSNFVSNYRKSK
# DAGLB inhibitor: DAGLB lipase inhibitors, primary screen, biochemical, fluorescence, HTS; Diacylglycerol lipase-beta (Homo sapiens), Q8NCG7; HEK293T DAGLB membrane lysate, EnzChek fluorogenic substrate; inhibition, % at 5.17 µM; actives 0.059% (n = 340,000); AID 504411, 2011; in the data active means inhibition above about 34%;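 further: 0% = enzyme with vehicle and 100% = wells lacking enzyme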
# PKA-R2B act: activators of PKA-R2B holoenzyme, primary screen, biochemical, fluorescence polarization, Cy5-IP20, human; actives 0.079% (n = 340,000); cAMP-dependent protein kinase catalytic subunit beta (Homo sapiens) + cAMP-dependent …; PKA-R2B holoenzyme dissociation; R2B truncated from residue 108, S112A mutant; 0% DMSO only, 100% 113 µM cGMP; activation, % at 11.4 µM;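 active means activation above a cutoff set at the mean over all compounds plus 3 SD, cut at about 18% in these data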;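 further: higher means more holoenzyme dissociation and a rise in polarization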
# Target sequence (P31323 whole entry, looked up, other chains not shown, the tested form may be a part): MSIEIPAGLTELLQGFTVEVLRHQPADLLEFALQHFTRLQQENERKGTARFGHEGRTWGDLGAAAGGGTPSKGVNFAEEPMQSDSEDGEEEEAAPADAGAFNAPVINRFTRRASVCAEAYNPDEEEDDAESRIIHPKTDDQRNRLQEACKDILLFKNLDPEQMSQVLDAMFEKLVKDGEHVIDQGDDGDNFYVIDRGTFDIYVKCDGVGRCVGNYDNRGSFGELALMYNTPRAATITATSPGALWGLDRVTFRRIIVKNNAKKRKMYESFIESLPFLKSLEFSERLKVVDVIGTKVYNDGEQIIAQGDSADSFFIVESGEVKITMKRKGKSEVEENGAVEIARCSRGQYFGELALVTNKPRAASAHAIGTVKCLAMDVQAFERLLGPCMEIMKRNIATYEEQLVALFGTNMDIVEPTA
# SR-BI uptake up: activators of SR-BI mediated DiI-HDL uptake, primary screen, ldlA[mSR-BI] CHO cells, DiI fluorescence. 3 h; 100 = double the neutral-control signal. activation, % at 12.5 µM. actives 0.096% (n = 320,000). AID 504775, 2011;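 active means mean replicate activation of at least 60% and every replicate at or above 60%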;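 further: 0% = median plate neutral-control signal and 100% = twice that signal; values of inactives mirror those of a sister screen read the other way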
#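 Test system: SR-BI-overexpressing, LDLR-lacking CHO cells; Also added: labelled HDL, 10 µg/mL; Measured by: bottom-read cell fluorescence after medium removal, ex 550/em 595 nm; Timing: 3 h uptake period with compound, 37 °C; Buffer or medium: F12, 0.5% BSA, 25 mM HEPES; Doses: single compound concentration, delivered by pin transfer.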
# Keap1-Nrf2 PPI: Keap1-Nrf2 protein-protein interaction inhibitors, primary screen, biochemical, fluorescence polarization, single point. Kelch-like ECH-associated protein 1 (Homo sapiens), Q14145. Keap1 Kelch-Nrf2 peptide fluorescence polarization, 1536-well. inhibition, % at 9.4 µM. actives 0.15% (n = 340,000); in the data active means inhibition above about 12%;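 further: human Keap1 Kelch domain with fluorescein labeled Nrf2 9mer peptide probe; 0% = neutral control wells and 100% = peptide positive control; higher means more block of Keap1 binding to Nrf2 peptide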
# CAL PDZ FP-1: CAL PDZ peptide-binding inhibitors, primary screen, biochemical, fluorescence polarization, Cer-tagged CAL PDZ, HTS; Golgi-associated PDZ and coiled-coil motif-containing protein (Homo sapiens), Q9HD26; purified CAL PDZ, TMR-peptide fluorescence polarization, 1 h; inhibition, % at 20 µM; AID 504414, 2011; actives 0.02% (n = 330,000);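 active means highest replicate inhibition of at least 40%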;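 further: plate controls were DMSO neutral control wells for no effect and unlabeled competitor peptide control wells for full effect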
#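 System: purified tagged CAL PDZ domain construct (CerCALP). Schedule: 1 h incubation at room temperature before polarization reading. Medium: 25 mM sodium phosphate pH 7.4, 150 mM NaCl, TCEP, IgG, Thesit. Read-out: percent inhibition from loss of millipolarization. Measured by: FP readout, S and P plane fluorescence. Probe or stimulus: fluorescent TMR peptide probe.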
# cardiac RTF act: cardiac RTF calcium sensitivity activators, primary screen, biochemical, IANBD-TnC fluorescence, EC20 calcium. IANBD-labeled TnC RTF fluorescence at EC20 calcium; 0% EC20 calcium, 100% full calcium. activation, % at 7.2 µM. actives 0.24% (n = 340,000). AID 493008, 2010;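 active means activation above the mean over all tested compounds plus 3 SD, cut at about 30% in these data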;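 further: rise in fluorescence read as greater calcium sensitivity of cardiac thin filaments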
# CAL PDZ FP-2: untagged CAL PDZ binding inhibitors, primary screen, biochemical, fluorescence polarization, HTS. Golgi-associated PDZ and coiled-coil motif-containing protein (Homo sapiens), Q9HD26. inhibition, % at 24.9 µM. AID 602252, 2012. purified CAL PDZ, TMR-peptide fluorescence polarization, 1 h. actives 0.92% (n = 300,000);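 active means mean inhibition of at least 30% with at least half of replicates also reaching 30%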;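 further: 0% = DMSO neutral control and 100% = excess unlabeled competitor peptide PRC23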
# Active calls of the source: *; x = not tested or not shown; & = joins results of further samples.
SMILES,LANA DNA inh,Cardiac RTF inh,Rtt109 Vps75,DAGLB inhibitor,PKA-R2B act,SR-BI uptake up,Keap1-Nrf2 PPI,CAL PDZ FP-1,cardiac RTF act,CAL PDZ FP-2
O=C(Nc1ccc(N2CCOCC2)cc1)c1cccc(S(=O)(=O)N2CCCCCC2)c1,-0.7,-12,5,1,1,-39,-2,-0.4,1,x
Cc1ccc(S(=O)(=O)Nc2c(NC3CCCCC3)c3ccccc3oc2=O)c(C)c1,-1.5,-6,9,-4,4,-9,-4,-3.5,-3,-2
COc1ccc(/C=C/C(=O)N2CC(C)OC(C)C2)cc1OC (stereo not drawn),1.0,-4,13,-6,-3,5,4,-0.3,5,-1
O=C(/C=C/c1c(F)cccc1Cl)NCCCN1CCOCC1,2.4,2,24,-1,11,22,-3,-2.2,-6,0
O=C(O)c1n[nH]c2ccccc12,-0.9,-4,-5,-6,-12,x,-5,-3.6,0,4
C/C(=N/NC(=O)c1ccc(Cl)s1)c1ccc(NC(=O)COc2ccc(Cl)cc2)cc1,-1.9,-11,-7,1,-6,-1,-4,-2.9,12,-4
CCN(CC)C(=O)CSC(=Nc1ccccc1F)NC#N,-1.7,-10,-82,-2,12,4,-19,0.2,3,-3
Cc1cc(C)n(CCC(=O)N2CCN(S(=O)(=O)c3ccccc3)CC2)n1,-0.5,-5,-2,0,7,21,-1,-2.8,2,-3
CCOc1ccc(N2C(=O)CC(N3CCN(c4ccccc4F)CC3)C2=O)cc1 (stereo not drawn),-0.7,-5,9,-1,-6,11,-8,1.5,1,-1
COc1ccc(C2NC(=O)NC(C)=C2C(=O)Nc2cccc(C)c2C)cc1 (stereo not drawn),-0.3,-5,6,1,10,2,-3,0.4,3,x
Cc1ccc(S(=O)(=O)N2CCN(C(=O)CN3CCCCC3)C2C(C)C)cc1 (stereo not drawn),-0.2,-3,-1,-5,-3,12,-4,-0.3,2,x
Cc1cc(F)ccc1S(=O)(=O)NCC(c1ccc2c(c1)OCO2)N1CCOCC1 (stereo not drawn),2.3,10,10,-4,-1,29,1,-1.9,-4,-4
CCOC(=O)c1sc(NC(=S)NC(=O)c2cccc(OC)c2)nc1C,-0.6,3,-3,-4,5,-4,-4,-1.3,-6,x
O=C(Nc1ccccc1Cl)C1CCCN(S(=O)(=O)c2cccc3cccnc23)C1 (stereo not drawn),-0.8,0,9,-3,-5,-13,2,-1.7,-5,-1
COc1ccccc1NS(=O)(=O)c1cccc(C(=O)NNC(=O)c2ccc(NC(C)=O)cc2)c1,-0.4,2,-12,0,-10,-20,-3,-0.2,-5,-1
CC(C)(C)c1ccc(NS(=O)(=O)c2ccc(N)cc2)cc1,1.9,-5,0,-2,2,12,-5,x,-4,-4
CC1CC(=O)C(C2c3ccccc3CCN2C(=O)CCl)C(=O)C1 (stereo not drawn),-0.1,6,-9,-1,-5,-6,-4,-0.4,-2,2
CC(O)c1cccc(NC(=O)Nc2cccc(NC(=O)Nc3cccc(C(C)O)c3)c2)c1 (stereo not drawn),-1.5,-1,-3,-2,-9,-31,-1,-2.9,5,-5
O=C(CNC(=O)c1ccccc1)NCCCSc1ccccc1,-0.3,4,0,-2,3,16,-3,-0.2,0,6
Cc1cccnc1NC(=O)CNC(=O)C1CCCCC1,2.0,-6,0,-2,-5,27,-3,-1.0,-2,36*
O=C(Oc1cccc(NC2=NS(=O)(=O)c3ccccc32)c1)c1ccncc1,0.4,-12,-12,0,-2,-26,-3,-3.0,-1,x
CC(=O)c1c(C)[nH]c(C(=O)COC(=O)c2ccc(Cl)nc2)c1C,-4.6,-5,-4,1,6,-5,1,0.6,0,-3
O=C(CCC(=O)OCC(=O)c1ccc([N+](=O)[O-])cc1)NC1CCCCC1,-0.5,-2,-1,0,-19,35,-3,0.5,-2,1
CCOc1ccc(Nc2nnc(SCc3nc4ccccc4c(=O)[nH]3)s2)cc1,0.5,-2,-2,60*,-7,x,1,-1.1,4,0
O=C(c1ccc(Cn2cnnn2)cc1)N1CCCC(Nc2ccc(F)c(F)c2)C1 (stereo not drawn),0.1,-13,6,0,2,16,-3,-1.0,-4,-4
# Additional entries.
SMILES,LANA DNA inh,Cardiac RTF inh,Rtt109 Vps75,DAGLB inhibitor,PKA-R2B act,SR-BI uptake up,Keap1-Nrf2 PPI,CAL PDZ FP-1,cardiac RTF act,CAL PDZ FP-2
O=C(O)CCCCCCNC(=O)c1cncc(O)c1,-0.5,-5,-1,0,-8,4,2,-1.2,8,x
Cc1csc(=O)n1CCC(=O)OCC(=O)Nc1ccc(C(N)=O)cc1,-1.0,-1,3,0,1,9,2,0.1,-6,-2
COc1ccc2oc(C(=O)Nc3nc(-c4ccccn4)cs3)c(C)c2c1,0.7,-18,-11,-6,-12,-14,0,-4.8,-17,-6
CN(Cc1cccs1)C(=O)CCc1ccc(S(=O)(=O)N2CCOCC2)cc1,0.6,-3,4,-1,2,12,-2,0.6,-5,-2
CCOC(=O)C1=C(C)Nc2ccccc2N=C1N,-0.6,-23,-13,2,3,1,-1,-0.1,1,-2
COc1cc(/C=N/n2c(COc3ccccc3)n[nH]c2=S)cc(OC)c1OC(C)=O,0.5,-16,-4,4,1,9,-4,-1.4,-4,-5
Cc1ccnc(NC(=O)C2CC(=O)N(c3ccc4c(c3)OCCO4)C2)c1 (stereo not drawn),0.2,-3,7,0,4,4,-3,-0.2,-3,x
Cc1onc(-c2ccccc2Cl)c1-c1nc(-c2ccccn2)no1,0.7,0,0,-4,-7,-23,0,-2.1,-1,-3
Cc1ccc(S(C)(=O)=N/C=C2\C(=O)c3sccc3N(C)S2(=O)=O)cc1 (stereo not drawn),2.3,3,-8,3,-6,32,-3,-0.9,-3,-3
Cc1ccc(NC(=S)N2CCC(C(N)=O)(N3CCCCC3)CC2)c(C)c1,-0.4,-9,3,-2,0,9,2,-0.8,-2,-1
CCCCn1ccc(O)c(Cc2ccc(F)cc2)c1=O,0.1,-5,-1,-1,-5,10,0,-0.2,-3,-2
COc1ccccc1C1CCN(C(=O)c2cnn(-c3ccccc3)c2C)CC1,-0.6,-4,18,0,-3,-13,0,-1.2,-5,-6
O=C(Nc1ncc(Cc2ccccc2)s1)C1=NCCN1,-0.4,1,3,1,0,23,1,-0.3,-1,3
CC(=O)Nc1c(-c2ccccc2)nc2cc(C)ccn12,-2.0,-4,3,0,5,29,-8,-1.8,3,3
CCCC[C@@H]1CNCCN1CCc1cc(C(F)(F)F)cc(C(F)(F)F)c1,1.4,3,2,-3,-10,9,1,-2.3,10,-2
CC(C)CC1(C)NC(=O)N(CC(=O)Nc2cccc(S(=O)(=O)N(C)c3ccccc3)c2)C1=O (stereo not drawn),0.8,-9,5,-3,3,-20,1,0.3,-1,-2
COc1cccc(C(=O)Nc2nc(-c3ccccc3)c(-c3ccccc3)o2)c1,0.0,1,-8,-2,-11,-40,0,-0.8,1,-3
CCC(C)C(NC(=O)c1ccc(Cl)cc1)C(=O)Nc1cccnc1 (stereo not drawn),-0.5,0,-14,-1,-5,-5,4,-0.6,6,x
NC(=O)c1nsc(C(=O)N(c2cccc(O)c2)C(C(=O)NC2CCCC2)c2ccc(Cl)cc2)c1N (stereo not drawn),-0.3,-1,-4,2,-15,12,5,-1.3,-6,x
Cc1cccc(C)c1OCCOCCN1CCN(C)CC1,0.9&0.7,0&-1,-3&2,-3&0,-10&1,8&-54,2&-1,-1.0&0.3,-8&0,4&-6
S=C1NCC(c2ccccc2)S1 (stereo not drawn),0.1,4,-6,-1,0,x,-2,-0.2,5,0
CCOC(=O)C1CCCN(C(=O)c2ccc(Cl)c(S(=O)(=O)N3CCCCCC3)c2)C1 (stereo not drawn),-0.1,2,1,-1,-4,x,1,-3.5,0,-2
CC1CCN(C2=NC(=O)/C(=C/c3cn[nH]c3-c3ccccc3)S2)CC1,-0.5,3,0,4,1,21,-1,-2.1,2,-4
CN(CC(=O)Nc1ccc(Cl)cc1)C(=O)CCC1CCCC1,-1.6,-4,6,-3,2,7,2,0.1,3,1
CCc1c(C)nc2nc(SCc3ccccc3)[nH]n2c1=O,0.9,-2,x,0,5,14,-3,0.0,12,0

# Pulled by structure from above:
SMILES,LANA DNA inh,Cardiac RTF inh,Rtt109 Vps75,DAGLB inhibitor,PKA-R2B act,SR-BI uptake up,Keap1-Nrf2 PPI,CAL PDZ FP-1,cardiac RTF act,CAL PDZ FP-2
COc1ccc(C2NC(=O)NC(C)=C2C(=O)Nc2cccc(C)c2C)cc1 (stereo not drawn),-0.3,-5,6,1,10,2,-3,0.4,3,x
CC(O)c1cccc(NC(=O)Nc2cccc(NC(=O)Nc3cccc(C(C)O)c3)c2)c1 (stereo not drawn),-1.5,-1,-3,-2,-9,-31,-1,-2.9,5,-5

# Remaining list, next part
SMILES,LANA DNA inh,Cardiac RTF inh,Rtt109 Vps75,DAGLB inhibitor,PKA-R2B act,SR-BI uptake up,Keap1-Nrf2 PPI,CAL PDZ FP-1,cardiac RTF act,CAL PDZ FP-2
Cc1occc1C(=O)N/N=C/c1ccc[nH]1,-2.8,-4,0,2,7,4,1,-0.7,3,x
Cc1nn(CC(=O)Nc2ccc(Cl)c(S(=O)(=O)N(C)C)c2)c(C)c1[N+](=O)[O-],0.9,-2,1,-1,2,-21,6,-1.0,1,-2
CCCN=C1N(C)C[C@@H]2[C@@H]3C(=O)N(Cc4ccccc4)C(=O)[C@@H]3[C@](Cc3ccccc3)(C(=O)OC)N12,-1.7,-4,6,1,-5,14,-1,-1.5,-1,-2
COc1cc(/C=N/Nc2nc(N3CCCC3)nc(N3CCCC3)n2)ccc1O,-1.1,-6,19,3,-8,-19,-2,-1.8,2,-2
CC(C)C(NC(=O)c1ccccc1F)C(=O)NCc1ccccc1 (stereo not drawn),-1.7,5,-1,3,6,54,3,-0.4,-9,-5
COc1ccc(N2C(=O)c3ccccc3NC2c2ccccc2O)cc1 (stereo not drawn),1.4,-3,-10,3,15,4,-3,-0.2,-4,-6
